High-throughput results: PubChem BioAssay, several laboratories
VIM-2 inh = blocks Pseudomonas aeruginosa VIM-2 metallo-beta-lactamase; purified VIM-2, nitrocefin hydrolysis, epi-absorbance fluorescence; inhibition, % at 5.6 µM; 290,000 tested, 0.89% active; AID 1527;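 active = inhibition above the mean of all tested compounds plus 3 SD, cutoff set per screening run, cut at about 7.5% in these data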;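 note: red hydrolysis product quenches plate fluorescence so inhibitors raise well fluorescence; 0% = enzyme with DMSO and 100% = DMSO without enzyme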
CRFBP-R2 block = antagonists of CRF-binding protein/CRF-R2 receptor complex | HEK293 CRF-R2/CRF-BP, CRF-induced calcium fluorescence | inhibition, % at 11.8 µM | 350,000 tested, 0.59% active;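 active = inhibition of the ligand-induced calcium signal above about 50% at the single tested concentration, limit read from the data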
IDE act = activators of human insulin-degrading enzyme in cells; P14735; HEK cells, FAbeta-B cleavage, fluorescence polarization; 0% vehicle, 100% cell-free pure enzyme wells; activation, % at 5.96 µM; 340,000 tested, 0.073% active; AID 493087;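 active = activation above the mean of all tested compounds plus 3 SD, set per screening campaign, cut at about 17% in these data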
NS3 helicase inh = inhibitors of Hepatitis C virus NS3 helicase; inhibition, % at 10.9 µM; NS3 helicase DNA unwinding, Cy5 molecular beacon fluorescence; 290,000 tested, 0.56% active;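 active = inhibition above the mean of all tested compounds plus 3 SD, set per campaign, cut at about 35% in these data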;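 note: 0% = DMSO wells and 100% = thioflavine S control wells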
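Material: hepatitis C virus NS3 helicase domain fragment enzyme; measured by: Cy5 fluorescence, 0 and 60 min reads; control set: DMSO and thioflavine S; incubation: 60 min unwinding reaction at 25 °C after ATP addition; read-out basis: % inhibition from 60/0 min fluorescence ratio, DMSO 0%, thioflavine S 100%; repeats: singlicate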
IMP-1 inhibitor = inhibitors of Pseudomonas aeruginosa IMP-1 metallo-beta-lactamase; purified IMP-1, nitrocefin hydrolysis, epi-absorbance fluorescence; inhibition, % at 5.6 µM; 290,000 tested, 0.45% active;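 active = inhibition above the mean plus 3 SD of all compounds in the same screening run, cut at about 4.5% in these data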;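 note: 0% = IMP-1 with DMSO and 100% = DMSO wells lacking enzyme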
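System: purified recombinant IMP-1 beta-lactamase. Medium: Zinc- and detergent-supplemented HEPES buffer, pH 7.1. Compound: one 5.6 µM dose […]. Schedule: 15 min preincubation plus 25 min reaction at 25 °C. Technique: Epi-absorbance fluorescence, 480 nm excitation, 530 nm emission.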
p-CIP stab down = p/CIP protein destabilization; AID 1984; Q05BA5; F442A p/CIP-EGFP cells, EGFP fluorescence, 16 h; 290,000 tested, 0.01% active; decrease of EGFP signal, % at 10 µM;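 active = EGFP signal decrease of at least 30% at 10 µM or well 3 SD below plate mean, unless failing retest; inactive = the rest, including hits failing retest or dose response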; note: some compounds called inactive have numbers as strong as hits; many of its hits are not listed in these tables
GalR3 antagonist = human GalR3 antagonism. 360,000 tested, 0.44% active. O60755. HEK293 GalR3-CNG cAMP membrane potential fluorescence; galR3 body fused to GalR1 C-terminus. inhibition, % at 3 µM;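 active = inhibition above the screen-wide average plus 3 SD, cut at about 13% in these data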;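 note: forskolin and galanin both at EC90 stimulate the cells; cAMP rise reported by CNG channel membrane potential dye signal; 0% = forskolin plus galanin with DMSO and 100% = forskolin alone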
Target sequence (O60755 1-299 limits assumed): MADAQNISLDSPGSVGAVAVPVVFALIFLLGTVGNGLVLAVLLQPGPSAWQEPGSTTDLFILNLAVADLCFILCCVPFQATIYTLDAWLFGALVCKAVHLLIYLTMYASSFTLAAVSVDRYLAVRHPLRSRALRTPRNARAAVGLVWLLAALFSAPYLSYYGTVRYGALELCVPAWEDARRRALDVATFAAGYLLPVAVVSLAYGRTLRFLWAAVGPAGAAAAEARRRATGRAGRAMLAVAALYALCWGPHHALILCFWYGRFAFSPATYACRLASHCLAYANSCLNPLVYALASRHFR
IDE cell inh = inhibitors of human insulin-degrading enzyme in cells; HEK cells, FAbetaB cleavage, fluorescence polarization; 320,000 tested, 0.41% active; P14735; inhibition, % at 5.59 µM;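 active = percent inhibition above the average of all tested compounds plus 3 SD, set per screening campaign, cut at about 16% in these data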;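 note: IDE supplied by intact live HEK cells; FP after avidin binding of uncleaved biotin substrate so inhibition keeps polarization high; 0% = DMSO wells and 100% = 60 µM reference IDE inhibitor Ii1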
SUMO HTRF inh = blocks human SUMOylation mediated by UBC9. P63279. HTRF SUMOylation assay, SAE1/SAE2 + UBC9, in vitro. inhibition, % at 35 µM. 290,000 tested, 0.36% active. AID 2006; in the data active = inhibition above about 50%, passing the limit was not always enough; note: strong numbers were not always called active
Target sequence (P63279 whole entry, looked up): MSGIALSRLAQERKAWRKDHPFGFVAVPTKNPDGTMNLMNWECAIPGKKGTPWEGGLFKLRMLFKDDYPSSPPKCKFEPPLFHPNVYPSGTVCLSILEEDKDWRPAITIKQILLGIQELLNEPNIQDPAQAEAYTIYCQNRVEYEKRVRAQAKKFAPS
* hit, by the source's call; . = no result given.

The first eight compounds (preview)
#1 COC(=O)Cc1[nH]n(-c2nc3ccccc3s2)c(=O)c1C(C)=Nc1ccc(OC)cc1
#2 Clc1ncn(C23CC4CC(CC(C4)C2)C3)n1
#3 COCCCNC(=O)[C@H](CSCc1ccccc1)N1Cc2ccccc2C1=O
#4 Cc1cc(N=Cc2c(O)ccc3cc(Br)ccc23)no1
#5 CCC(C(=O)O)n1nnc(-c2ccc(-c3ccc(OC)cc3)cc2)n1 (stereo not given)
#6 COc1cccc(OCC(=O)NN=C2c3ccccc3-c3ccccc32)c1
#7 COc1cc(C[C@@H]2C(=O)OC[C@H]2Cc2ccc(OC)c(OC)c2)ccc1O
#8 C/C(=N\NC(=O)c1cccc(C)c1O)c1ccc(NC(=O)Cc2ccccc2)cc1
compound no.	1	2	3	4	5	6	7	8
VIM-2 inh	-2.8	-0.3	-1.6	-1.4	-1.2	-4.4	.	-5.6
CRFBP-R2 block	11	-4	-11	21	29	-14	2	11
IDE act	3	1	5	-2	-2	10	6	-1
NS3 helicase inh	1	-6	-2	37*	39*	-1	.	2
IMP-1 inhibitor	-5.2	-1.8	-1.4	1.3	-0.6	-2.5	.	-3.3
p-CIP stab down	-36	0	0	-10	-4	-9	.	-4
GalR3 antagonist	-8	0	-8	-1	-1	-6	102*	-3
IDE cell inh	4	5	1	0	-4	-1	-5	2
SUMO HTRF inh	11	-8	13	30	25	36	.	9

Results, repeating the preview:
#1 COC(=O)Cc1[nH]n(-c2nc3ccccc3s2)c(=O)c1C(C)=Nc1ccc(OC)cc1
#2 Clc1ncn(C23CC4CC(CC(C4)C2)C3)n1
#3 COCCCNC(=O)[C@H](CSCc1ccccc1)N1Cc2ccccc2C1=O
#4 Cc1cc(N=Cc2c(O)ccc3cc(Br)ccc23)no1
#5 CCC(C(=O)O)n1nnc(-c2ccc(-c3ccc(OC)cc3)cc2)n1 (stereo not given)
#6 COc1cccc(OCC(=O)NN=C2c3ccccc3-c3ccccc32)c1
compound no.	1	2	3	4	5	6
VIM-2 inh	-2.8	-0.3	-1.6	-1.4	-1.2	-4.4
CRFBP-R2 block	11	-4	-11	21	29	-14
IDE act	3	1	5	-2	-2	10
NS3 helicase inh	1	-6	-2	37*	39*	-1
IMP-1 inhibitor	-5.2	-1.8	-1.4	1.3	-0.6	-2.5
p-CIP stab down	-36	0	0	-10	-4	-9
GalR3 antagonist	-8	0	-8	-1	-1	-6
IDE cell inh	4	5	1	0	-4	-1
SUMO HTRF inh	11	-8	13	30	25	36

#7 COc1cc(C[C@@H]2C(=O)OC[C@H]2Cc2ccc(OC)c(OC)c2)ccc1O
#8 C/C(=N\NC(=O)c1cccc(C)c1O)c1ccc(NC(=O)Cc2ccccc2)cc1
#9 COc1cccc(NC(=O)CN(C)C(=O)/C=C/c2ccc3ccccc3n2)c1
#10 COCCn1c(=O)[nH]c(=O)c2cc(C(=O)c3cc(OC)ccc3O)cnc21
#11 O=[N+]([O-])c1ccc(O)c(C=Nc2ccc3nc(-c4ccccc4)[nH]c3c2)c1
#12 CN(C)c1cccc(C(=O)N2CCCC(CCC(=O)NCc3ccccc3F)C2)c1 (stereo not given)
compound no.	7	8	9	10	11	12
VIM-2 inh	.	-5.6	.	-2.1	-4.5	-3.0
CRFBP-R2 block	2	11	7	-10	-5	-3
IDE act	6	-1	6	9	-8	9
NS3 helicase inh	.	2	.	4	3	3
IMP-1 inhibitor	.	-3.3	.	-2.3	-3.1	-3.0
p-CIP stab down	.	-4	.	6	-4	6
GalR3 antagonist	102*	-3	-4	-5	-6	4
IDE cell inh	-5	2	-1	0	7	3
SUMO HTRF inh	.	9	.	10	45	-14

#13 C=CCSc1nnc(CNS(=O)(=O)c2ccc(C)cc2)n1C
#14 COC(=O)c1cc(NS(=O)(=O)c2ccc(N3CCC(C)CC3)c([N+](=O)[O-])c2)cc(C(=O)OC)c1
#15 Cc1cccc(OCc2nnc(SCC(=O)NC3CCCC3)n2C)c1
#16 CS(=O)(=O)NCc1ccc(C(=O)NC2CCCCC2)cc1
#17 COCC(=O)N1CCC(n2nnc3cc(F)ccc32)CC1
#18 COc1ccc(C2CC(c3cccs3)=NN2C(=O)COC(=O)C2CCCCC2)cc1OC (stereo not given)
compound no.	13	14	15	16	17	18
VIM-2 inh	1.1	-0.8	-1.2	-1.5	-1.5	-2.8
CRFBP-R2 block	-2	11	16	0	-3	5
IDE act	0	-10	-3	-6	7	3
NS3 helicase inh	4	-3	0	31	-1	6
IMP-1 inhibitor	-1.4	1.0	-2.8	-0.3	3.4	-4.3
p-CIP stab down	5	-8	1	-2	-15	6
GalR3 antagonist	-1	-6	-8	.	-1	-3
IDE cell inh	0	3	-1	4	-4	-1
SUMO HTRF inh	7	-8	0	-6	24	2

#19 CCc1ccc(N2C(=O)C3CCCN3C2=S)cc1 (stereo not given)
#20 CC(C)(C)C(=O)CNCC(=O)C(C)(C)C
#21 O=C(N/N=C/C=C\c1ccccc1[N+](=O)[O-])c1ccncc1
#22 CCC(C)[C@H](NC(=O)NCc1ccccn1)C(=O)OC (stereo not given in full)
#23 NCCCC[C@@H]1NC(=O)c2cc([N+](=O)[O-])cc(F)c2NCCCC[C@@H](C(N)=O)NC(=O)[C@H](CCC(N)=O)NC1=O
#24 COc1cc([N+](=O)[O-])ccc1NC(=O)COC(=O)c1n[nH]c2ccccc12
compound no.	19	20	21	22	23	24
VIM-2 inh	-1.8	-0.5	2.8	0.4	-1.9	-1.4
CRFBP-R2 block	-3	-4	3	7	1	-85
IDE act	4	-2	4	9	5	7
NS3 helicase inh	-4	5	0	3	-17	3
IMP-1 inhibitor	-2.5	-1.3	-3.1	0.0	-4.7	-2.3
p-CIP stab down	-4	7	2	-2	-2	0
GalR3 antagonist	-3	-2	-2	-6	-1	-10
IDE cell inh	1	1	1	4	3	-2
SUMO HTRF inh	-8	-3	3	-16	3	-7

#25 CCO[C@@H]1OC(C(N)=O)=C[C@H](C(C)(C)C)[C@H]1CCCO
#26 COC(=O)c1cc(OC)c(OC)cc1N=CC1=C(O)CC(C)(C)CC1=O
#27 COc1ccc(OC)c(NC(=O)CN2C(=O)NC(C)(c3ccc4c(c3)OCCO4)C2=O)c1 (stereo not given)
#28 CCN(C(=O)c1ccc(=O)n(C)n1)c1c(N)n(Cc2ccccc2)c(=O)[nH]c1=O
#29 COc1ccccc1N1CCN(/N=C(\C)c2ccccc2O)CC1
#30 Cc1cc(C)c(S(=O)(=O)NCc2cn3c(C)csc3n2)cc1C
compound no.	25	26	27	28	29	30
VIM-2 inh	.	0.7	.	.	-0.5	1.0
CRFBP-R2 block	109*	-13	-21	-7	24	-1
IDE act	4	6	0	2	-1	6
NS3 helicase inh	.	-6	.	.	13	8
IMP-1 inhibitor	.	5.1*	.	.	-1.5	-0.5
p-CIP stab down	.	-2	.	.	6	-11
GalR3 antagonist	-3	4	-5	3	-10	-6
IDE cell inh	0	4	10	6	2	-4
SUMO HTRF inh	.	14	.	.	-1	4

#31 CCn1c(=O)c(C(=O)NNC(=O)Cc2ccccc2)c(O)c2ccccc21
#32 CC[C@H](C)[C@@H](CN[C@H](CCCCNC)CNC)NCC1CCCC1
#33 Cn1cccc1C(=O)NC(=O)COC(=O)c1cc(Cl)ccc1[N+](=O)[O-]
#34 Cc1ccccc1Cn1ccc(NC(=O)c2cc3nc(-c4ccco4)cc(C(F)(F)F)n3n2)n1
#35 COc1ccc(NC(=O)Nc2c(C)n(C)n(-c3ccccc3)c2=O)c(OC)c1
#36 CCc1ccc(NC(=S)N2CCCCCCC2)cc1
compound no.	31	32	33	34	35	36
VIM-2 inh	-0.2	12*	6.1	-2.2	1.2	1.4
CRFBP-R2 block	4	9	-15	1	17	-13
IDE act	7	4	6	5	5	-1
NS3 helicase inh	1	12	2	-1	-5	-11
IMP-1 inhibitor	-1.3	-2.8	-2.5	-3.2	-0.7	-1.2
p-CIP stab down	-12	-11	-11	-4	-6	-6
GalR3 antagonist	-4	-2	4	-3	-3	-4
IDE cell inh	-3	-2	4	0	-1	-3
SUMO HTRF inh	6	16	18	36	5	-4

#37 O=C(COC(=O)C1=COCCO1)Nc1cccc(Oc2ccccc2)c1
#38 c1cnc(NC2C3CC4CC(C3)CC2C4)nc1 (stereo not given)
#39 COc1ccc(-c2noc(CCC(=O)NCc3cc(Br)ccc3OC)n2)cc1
#40 O=C(Nc1ccccn1)c1ccc(-c2ccccc2)cc1
#41 CC1=C(C#N)C(NC(=O)c2ccc(C)cc2)(C(F)(F)F)C(=O)N1 (stereo not given)
#42 CC(NC(=O)COc1cccnc1[N+](=O)[O-])c1ccc(Cl)cc1Cl (stereo not given)
compound no.	37	38	39	40	41	42
VIM-2 inh	-1.4	-3.0	-2.6	-3.0	0.5	-2.8
CRFBP-R2 block	-23	-32	-3	0	23	16
IDE act	4	2	-5	-3	-1	3
NS3 helicase inh	-1	-6	0	0	-8	-26
IMP-1 inhibitor	-3.0	-1.1	-3.1	-1.0	-1.9	-2.1
p-CIP stab down	12	-3	6	5	-2	-6
GalR3 antagonist	-5	-4	-4	-6	-5	-5
IDE cell inh	2	4	-2	0	-1	-2
SUMO HTRF inh	-14	14	6	0	-3	1

#43 O/N=C1\CCCc2nnc3c(c21)CCCC3
#44 Cc1cc(C)c2oc(C(=O)Nc3ccc(S(=O)(=O)Nc4nccs4)cc3)cc(=O)c2c1
#45 Cc1ccccc1NC(=O)C[n+]1cc(-c2ccccc2)n2c1CCC2
#46 COc1ccc(C(=O)CSc2nc3c(c(=O)n(C)c(=O)n3C)n2C)cc1
#47 CCN1C(=O)[C@H]2[C@@H](c3ccc(C)cc3)N3C(=O)N(c4cccc(Br)c4)C(=O)[C@@]3(CC)[C@H]2C1=O
#48 Cc1ccc(-c2nc3c(=O)n(-c4ccccc4)c4c(c(=O)n(C)c(=O)n4C)c3o2)cc1
compound no.	43	44	45	46	47	48
VIM-2 inh	-0.7	0.8	-1.4	-0.6	.	-2.4
CRFBP-R2 block	3	12	9	.	-12	9
IDE act	-2	-18	6	.	0	.
NS3 helicase inh	7	1	-3	5	.	12
IMP-1 inhibitor	-1.7	-2.8	-2.2	-1.8	.	-3.4
p-CIP stab down	6	8	1	-22	.	-17
GalR3 antagonist	0	9	0	.	-5	-5
IDE cell inh	2	22*	8	0	-10	-1
SUMO HTRF inh	-8	-8	12	14	.	24

#49 Cc1cc(C)nc(SC(C(=O)O)c2ccccc2)n1 (stereo not given)
#50 COc1ccc(N2CCN(C(=O)CCS(=O)(=O)c3ccc(C)cc3)CC2)cc1
#51 COC(=O)C(Cc1c[nH]c2ccccc12)NC(=O)CNC(C)=O (stereo not given)
#52 O=c1cc(CSc2nnnn2-c2ccccc2)nc2scc(-c3ccccc3)n12
compound no.	49	50	51	52
VIM-2 inh	-1.2	-1.6	-1.8	-0.6
CRFBP-R2 block	21	-1	-4	-9
IDE act	4	0	1	2
NS3 helicase inh	2	8	-2	10
IMP-1 inhibitor	-2.5	-3.4	2.2	-1.3
p-CIP stab down	-5	-11	-30	4
GalR3 antagonist	7	-2	-1	-3
IDE cell inh	-4	3	0	2
SUMO HTRF inh	-3	10	5	14

This is a random part of the collection; about 3.2% have a hit in one of these screens.
